NSD2 inh – inhibitors of human NSD2, primary screen, biochemical, plate reader, single point | NSD2-SET H3K36me1 DELFIA fluorescence | inhibition, % at 12.5 µM | 44,000 tested, 0.07% active | AID 624260, 2012; in the data active = inhibition above about 54%, passing the limit was not always enough; inconclusive = no clear call, values can overlap the other calls;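 note: inhibitors reduce the monomethyl H3K36 fluorescence signal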
Target sequence (O96028 whole entry, looked up): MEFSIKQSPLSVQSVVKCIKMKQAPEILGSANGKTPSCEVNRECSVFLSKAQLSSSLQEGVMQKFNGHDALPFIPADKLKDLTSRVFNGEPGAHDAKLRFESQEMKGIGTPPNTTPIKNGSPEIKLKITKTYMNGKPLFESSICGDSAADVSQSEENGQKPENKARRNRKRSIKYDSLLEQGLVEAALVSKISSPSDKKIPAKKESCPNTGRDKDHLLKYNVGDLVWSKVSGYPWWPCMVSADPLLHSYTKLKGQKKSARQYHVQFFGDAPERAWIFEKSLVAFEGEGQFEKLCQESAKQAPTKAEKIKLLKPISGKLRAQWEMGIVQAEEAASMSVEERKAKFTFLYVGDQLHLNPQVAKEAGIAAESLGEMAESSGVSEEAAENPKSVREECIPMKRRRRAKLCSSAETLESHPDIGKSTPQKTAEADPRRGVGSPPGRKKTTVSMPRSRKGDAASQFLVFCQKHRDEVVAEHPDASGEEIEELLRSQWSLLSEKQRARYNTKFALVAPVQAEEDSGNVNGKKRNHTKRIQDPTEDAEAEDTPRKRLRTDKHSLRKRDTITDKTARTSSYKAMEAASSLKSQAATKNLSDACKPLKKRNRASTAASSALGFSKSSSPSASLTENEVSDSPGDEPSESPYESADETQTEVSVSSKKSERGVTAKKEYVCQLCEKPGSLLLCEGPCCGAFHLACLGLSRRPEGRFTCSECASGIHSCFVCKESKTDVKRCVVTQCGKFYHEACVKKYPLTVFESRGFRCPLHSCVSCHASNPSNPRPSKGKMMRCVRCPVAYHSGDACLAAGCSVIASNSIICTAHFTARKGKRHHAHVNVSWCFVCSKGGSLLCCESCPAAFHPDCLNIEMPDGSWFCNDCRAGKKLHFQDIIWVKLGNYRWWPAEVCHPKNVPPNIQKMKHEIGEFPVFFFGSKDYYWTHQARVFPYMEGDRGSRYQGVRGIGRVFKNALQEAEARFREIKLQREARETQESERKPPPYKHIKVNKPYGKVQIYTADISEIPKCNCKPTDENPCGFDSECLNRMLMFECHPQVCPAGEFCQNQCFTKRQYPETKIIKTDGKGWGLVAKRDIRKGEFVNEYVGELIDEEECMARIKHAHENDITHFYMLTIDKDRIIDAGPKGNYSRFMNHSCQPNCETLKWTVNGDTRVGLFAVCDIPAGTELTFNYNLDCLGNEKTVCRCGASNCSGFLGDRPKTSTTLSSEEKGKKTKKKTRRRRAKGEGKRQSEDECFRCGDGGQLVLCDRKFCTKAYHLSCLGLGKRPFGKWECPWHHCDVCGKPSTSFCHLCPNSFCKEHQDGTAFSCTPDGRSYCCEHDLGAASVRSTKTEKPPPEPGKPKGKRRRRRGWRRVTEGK
* = called active by the depositor; i = inactive; ? = inconclusive. An excerpt; the hit share may differ from the screen's.

SMILES	NSD2 inh
C[C@@H]1CN([C@@H](C)CO)S(=O)(=O)c2ccc(C#Cc3ccccc3)cc2O[C@@H]1CN(C)S(C)(=O)=O	-3.3
COc1cccc(-c2cnc3c(c2)C(=O)N([C@H](C)CO)C[C@@H](C)[C@H](CN(C)Cc2cccnc2)O3)c1	-3.2
C[C@H]1CN([C@@H](C)CO)C(=O)c2cc(NS(=O)(=O)c3ccccc3)ccc2O[C@H]1CN(C)Cc1ccc(Oc2ccccc2)cc1	0.9
C[C@H](CO)N1C[C@H](C)[C@@H](CN(C)C(=O)Nc2ccc(C(F)(F)F)cc2)Oc2ccc(NC(=O)CCCCCC(=O)Nc3ccccc3N)cc2C1=O	-4.4
C[C@@H]1CN([C@@H](C)CO)C(=O)Cc2cc(NC(=O)Nc3ccc4c(c3)OCO4)ccc2O[C@@H]1CN(C)C(=O)Nc1ccc(F)cc1	9.5
O=C(C[C@@H]1C[C@@H]2c3cc(NC(=O)C4CCC4)ccc3O[C@@H]2[C@@H](CO)O1)NCC(F)(F)F	5.0
COc1ccccc1C#Cc1cnc2c(c1)C(=O)N([C@H](C)CO)C[C@H](C)[C@@H](CN(C)S(=O)(=O)c1cn(C)cn1)O2	-4.1
O=C(N/N=C/c1ccc([N+](=O)[O-])c(O)c1)c1ccccn1	-0.2
C[C@H]1CN([C@@H](C)CO)C(=O)c2cc(-c3ccc(C(=O)N(C)C)cc3)cnc2O[C@@H]1CN(C)C(=O)CN(C)C	0.8
COc1ccc(NC(=O)Nc2ccc3c(c2)C(=O)N([C@H](C)CO)C[C@@H](C)[C@@H](CN(C)S(=O)(=O)c2cccs2)OCCCC[C@@H](C)O3)cc1	7.9
COc1cc(O[C@@H]2O[C@H](CO[C@H]3OC[C@](O)(CO)[C@H]3O)[C@@H](O)[C@H](O)[C@H]2O)cc(OC)c1OC	14.1
CNC[C@H]1Oc2c(NC(=O)Nc3ccc(OC)cc3)cccc2C(=O)N([C@@H](C)CO)C[C@@H]1C	3.5
COc1ccc(S(=O)(=O)N(C)C[C@@H]2OCCCC[C@@H](C)Oc3ccc(NC(=O)CCCN(C)C)cc3C(=O)N([C@@H](C)CO)C[C@@H]2C)cc1	-0.5
C[C@@H]1CCCCO[C@@H](CN(C)Cc2ccc(C(=O)O)cc2)[C@H](C)CN([C@H](C)CO)C(=O)c2cc(NC(=O)Nc3ccc(F)cc3)ccc2O1	2.6
C[C@@H]1CN([C@H](C)CO)C(=O)c2cc(NC(=O)Cc3ccccc3)ccc2O[C@@H]1CN(C)S(=O)(=O)c1ccc(Cl)cc1	-3.5
COc1ccc2[nH]c(-c3ccccc3)c(CCNC(C)=O)c2c1	-5.1
C[C@H](CO)N1C[C@H](C)[C@@H](CN(C)Cc2ccc(-c3ccccc3)cc2)Oc2ccc(NC(=O)CCC(F)(F)F)cc2CC1=O	-0.6
C[C@H](CO)N1C[C@H](C)[C@@H](CN(C)C(=O)Nc2ccccc2)Oc2ccc(NC(=O)CCCCCC(=O)Nc3ccccc3N)cc2CC1=O	26.0
C[C@@H]1CCCCO[C@H](CN(C)S(=O)(=O)c2cn(C)cn2)[C@H](C)CN([C@H](C)CO)C(=O)c2cc(NS(=O)(=O)c3ccccc3)ccc2O1	0.8
COc1ccc(NC(=O)N(C)C[C@H]2OCCCC[C@@H](C)Oc3ccc(NS(=O)(=O)c4ccc(C)cc4)cc3C(=O)N([C@H](C)CO)C[C@@H]2C)cc1	-2.8
Cc1ccc(S(=O)(=O)N(C)C[C@H]2Oc3cc(C#Cc4ccccc4)ccc3S(=O)(=O)N([C@@H](C)CO)C[C@H]2C)cc1	-0.1
COC(=O)C1=CO[C@@H](O[C@@H]2O[C@H](CO)[C@@H](O)[C@H](O)[C@H]2O)[C@H]2[C@@H]1C=CC21C=C([C@H](C)OC(=O)/C=C/c2ccc(O)cc2)C(=O)O1 (some centres not stated)	76.1*
C[C@@H]1CN([C@H](C)CO)C(=O)Cc2cc(NS(=O)(=O)c3ccccc3)ccc2O[C@H]1CN(C)C(=O)NC1CCCCC1	-0.5
COc1ccc(C#Cc2ccc3c(c2)[C@]2(C(=O)N3)[C@H](c3ccccc3OCCO)N3[C@H](c4ccccc4)[C@H](c4ccccc4)OC(=O)[C@H]3[C@@H]2C(=O)N2CCCCCCC2)cc1	-4.2
CNC[C@@H]1Oc2c(NC(=O)Nc3ccc4c(c3)OCO4)cccc2C(=O)N([C@@H](C)CO)C[C@H]1C	3.6

Next compounds:
SMILES	NSD2 inh
C[C@H](CO)N1C[C@H](C)[C@H](CN(C)C(=O)Nc2cccc3ccccc23)Oc2ccc(NC(=O)Cc3cn(C)c4ccccc34)cc2C1=O	-7.9
C/C=C/c1ccc2c(c1)O[C@@H](CN(C)C(=O)c1ccncc1)[C@@H](C)CN([C@@H](C)CO)S2(=O)=O	-0.7
O=C(CCCCC(=O)N/N=C/c1cccc(B(O)O)c1)NO	-2.2
O=C(C[C@H]1C[C@H]2c3cc(NC(=O)Cc4ccncc4)ccc3O[C@H]2[C@H](CO)O1)NCc1cc(F)ccc1F	-7.4
COCC#Cc1cnc2c(c1)C(=O)N([C@H](C)CO)C[C@H](C)[C@@H](CN(C)S(=O)(=O)c1ccccc1)O2	-10.0
CC(C)NC(=O)N(C)C[C@@H]1Oc2cc(-c3ccccc3F)ccc2S(=O)(=O)N([C@@H](C)CO)C[C@H]1C	-1.4
COc1ccc(NC(=O)Nc2ccc3c(c2)CC(=O)N([C@H](C)CO)C[C@@H](C)[C@H](CN(C)Cc2ccc(C(=O)O)cc2)O3)cc1	-0.6
CO[C@H](CN(C)S(=O)(=O)c1ccc(F)cc1)[C@H](C)CN(C(=O)Nc1ccccc1F)[C@H](C)CO	3.7
C[C@@H]1CCCCO[C@H](CN(C)Cc2ccc(Cl)c(Cl)c2)[C@@H](C)CN([C@@H](C)CO)C(=O)c2cc(NS(=O)(=O)c3ccc(F)cc3)ccc2O1	-6.1
C[C@@H]1CN([C@@H](C)CO)C(=O)CCCn2cc(nn2)CO[C@H]1CN(C)C(=O)c1ccncc1	6.0
C[C@H]1CN([C@@H](C)CO)C(=O)c2cc(NC(=O)C3CC3)ccc2O[C@@H]1CN(C)S(=O)(=O)c1cccs1	1.7
COc1ccc(CN(C)C[C@H]2Oc3ccc(NC(=O)Nc4ccc(OC)cc4)cc3C(=O)N([C@@H](C)CO)C[C@@H]2C)cc1	-7.2
COc1ccc(C#Cc2cnc3c(c2)C(=O)N([C@H](C)CO)C[C@@H](C)[C@H](CN(C)CC2CCCC2)O3)cc1	9.8
Cc1ccc(S(=O)(=O)N(C)C[C@@H]2Oc3ccc(NC(=O)Cc4ccccc4)cc3CC(=O)N([C@@H](C)CO)C[C@@H]2C)cc1	-2.1
C[C@@H]1CN([C@H](C)CO)C(=O)CCCn2cc(nn2)CO[C@@H]1CN(C)S(=O)(=O)c1ccccc1C#N	i
C[C@H]1CN([C@@H](C)CO)C(=O)Cc2cc(NC(=O)C3CCCCC3)ccc2O[C@@H]1CN(C)Cc1ccc2c(c1)OCO2	3.1
CCCNC(=O)C[C@@H]1C[C@@H]2c3cc(NS(=O)(=O)c4ccc(F)cc4)ccc3O[C@@H]2[C@@H](CO)O1	2.4
CC(=O)N(C)C[C@@H]1Oc2ncc(-c3cccc(F)c3)cc2C(=O)N([C@@H](C)CO)C[C@@H]1C	-3.1
COc1ccc(S(=O)(=O)N(C)C[C@@H]2Oc3ccc(NS(=O)(=O)c4ccc(Cl)cc4)cc3C(=O)N([C@@H](C)CO)C[C@H]2C)cc1	-4.3
C[C@H](CO)N1C[C@H](C)[C@H](CN(C)S(=O)(=O)c2cccs2)Oc2ncc(Br)cc2C1=O	2.4
O=C(CCCCC(=O)N/N=C\c1ccc2c(c1)Cc1ccccc1-2)NO	-4.7
CNC[C@H]1Oc2ccc(NS(=O)(=O)c3ccc(OC)cc3)cc2CC(=O)N([C@H](C)CO)C[C@H]1C	2.1
C[C@H](CO)N1C[C@H](C)[C@H](CN(C)C(=O)C2CC2)Oc2cc(-c3ccc(C#N)cc3)ccc2S1(=O)=O	3.2
CNC[C@H]1OCCCC[C@H](C)Oc2ccc(NC(=O)Nc3ccccc3)cc2C(=O)N([C@H](C)CO)C[C@H]1C	-2.7
C[C@H]1CN([C@@H](C)CO)C(=O)c2cc(NC(=O)Cc3ccccc3)ccc2O[C@H]1CN(C)Cc1ccccc1	3.7

6 compounds already listed, arranged by heavy-atom count, lowest first.
SMILES	NSD2 inh
O=C(CCCCC(=O)N/N=C\c1ccc2c(c1)Cc1ccccc1-2)NO	-4.7
CCCNC(=O)C[C@@H]1C[C@@H]2c3cc(NS(=O)(=O)c4ccc(F)cc4)ccc3O[C@@H]2[C@@H](CO)O1	2.4
C[C@H](CO)N1C[C@H](C)[C@H](CN(C)C(=O)C2CC2)Oc2cc(-c3ccc(C#N)cc3)ccc2S1(=O)=O	3.2
Cc1ccc(S(=O)(=O)N(C)C[C@@H]2Oc3ccc(NC(=O)Cc4ccccc4)cc3CC(=O)N([C@@H](C)CO)C[C@@H]2C)cc1	-2.1
COc1ccc(S(=O)(=O)N(C)C[C@@H]2Oc3ccc(NS(=O)(=O)c4ccc(Cl)cc4)cc3C(=O)N([C@@H](C)CO)C[C@H]2C)cc1	-4.3
C[C@H](CO)N1C[C@H](C)[C@H](CN(C)C(=O)Nc2cccc3ccccc23)Oc2ccc(NC(=O)Cc3cn(C)c4ccccc34)cc2C1=O	-7.9

(continued)
SMILES	NSD2 inh
O=C(C[C@H]1CC[C@@H](NC(=O)c2cccc(F)c2)[C@H](CO)O1)NCc1ccc(Oc2ccccc2)cc1	3.6
C[C@H]1CN([C@@H](C)CO)C(=O)Cc2cc(NC(=O)c3ccncc3)ccc2O[C@H]1CN(C)S(C)(=O)=O	-5.0
C[C@H]1CN([C@@H](C)CO)C(=O)Cc2cc(NC(=O)NC3CCCCC3)ccc2O[C@@H]1CN(C)S(=O)(=O)c1cccs1	0.1
C[C@H]1CN([C@@H](C)CO)C(=O)c2cc(/C=C/c3ccccc3)cnc2O[C@H]1CN(C)Cc1ccc2c(c1)OCO2	5.6
C[C@H](CO)N1C[C@H](C)[C@@H](CN(C)C(=O)Nc2cc(F)ccc2F)Oc2ncc(-c3cccc(F)c3)cc2C1=O	-0.1
COc1cccc(C#Cc2ccc3c(c2)O[C@@H](CN(C)S(=O)(=O)c2ccccc2F)[C@@H](C)CN([C@@H](C)CO)S3(=O)=O)c1	-3.0
CC(C)NC(=O)Nc1ccc2c(c1)C(=O)N([C@@H](C)CO)C[C@@H](C)[C@@H](CN(C)C(=O)NC1CCCCC1)O2	4.1
COc1ccc(Cl)cc1NC1=NC2CS(=O)(=O)CC2S1 (configuration not stated)	15.6
COc1ccc(CN(C)C[C@@H]2Oc3ccc(NC(=O)NC4CCCCC4)cc3CC(=O)N([C@@H](C)CO)C[C@H]2C)cc1	-2.7
C[C@@H]1CN([C@@H](C)CO)S(=O)(=O)c2ccc(-c3cncnc3)cc2O[C@H]1CN(C)C(=O)CN(C)C	5.6
CC(=O)N(C)C[C@@H]1Oc2cc(-c3ccc(C)cc3)ccc2S(=O)(=O)N([C@H](C)CO)C[C@@H]1C	1.8
CO[C@H](CN(C)Cc1ccc2c(c1)OCO2)[C@@H](C)CN(C(=O)c1ccccc1)[C@H](C)CO	4.5
COc1ccc(CCN2C(=O)C(C)SC2c2cccnc2)cc1 (configuration not stated)	0.5
C/C=C/c1ccc2c(c1)O[C@H](CN(C)C(=O)Nc1ccccc1)[C@@H](C)CN([C@H](C)CO)S2(=O)=O	-4.4
Cc1ccc(S(=O)(=O)Nc2ccc3c(c2)CC(=O)N([C@H](C)CO)C[C@H](C)[C@@H](CN(C)CC2CCCCC2)O3)cc1	-10.2
COc1ccc(S(=O)(=O)Nc2ccc3c(c2)CC(=O)N([C@@H](C)CO)C[C@H](C)[C@@H](CN(C)C(=O)Nc2ccc4c(c2)OCO4)O3)cc1	-3.5
COCC(=O)N(C)C[C@H]1Oc2cc(-c3ccc(C)cc3)ccc2S(=O)(=O)N([C@H](C)CO)C[C@H]1C	6.4
C[C@@H]1CN([C@H](C)CO)C(=O)c2cc(/C=C/c3ccccc3)cnc2O[C@H]1CN(C)C(=O)Cc1cccnc1	5.7
C[C@H](CO)N1C[C@H](C)[C@@H](CN(C)C(=O)CCC(F)(F)F)OCCCC[C@H](C)Oc2ccc(NC(=O)CCC(F)(F)F)cc2C1=O	?
Cc1ccc(S(=O)(=O)N(C)C[C@H]2Oc3c(NC(=O)C4CC4)cccc3C(=O)N([C@H](C)CO)C[C@@H]2C)cc1	-28.7
COc1cc2[nH]c3ccccc3c2cc1C	-0.2
O=C(N/N=C/c1cccnc1Cl)c1ccccc1O	-0.4
CC1=C(C(=O)OC(C)C(C)(C)C)C(c2cccc(Br)c2)NC(=O)N1 (configuration not stated)	-6.1
C[C@@H]1CN([C@@H](C)CO)C(=O)Cc2cc(NC(=O)c3ccncc3)ccc2O[C@@H]1CN(C)Cc1ccc(C(=O)Nc2ccccc2N)cc1	-3.2
COc1ccc(NC(=O)Nc2ccc3c(c2)CC(=O)N([C@@H](C)CO)C[C@@H](C)[C@H](CN(C)C(=O)Nc2ccc(F)cc2)O3)cc1	-5.6
Cc1noc(C)c1S(=O)(=O)Nc1ccc2c(c1)CC(=O)N([C@@H](C)CO)C[C@@H](C)[C@H](CN(C)S(=O)(=O)c1c(C)noc1C)O2	-1.1
C[C@@H]1CN([C@H](C)CO)C(=O)c2cc(NS(=O)(=O)c3cccs3)ccc2O[C@@H](C)CCCCO[C@@H]1CN(C)Cc1ccccc1	-4.8
COc1ccc(CN(C)C[C@@H]2OCCCC[C@@H](C)Oc3ccc(NC(=O)Nc4ccc5c(c4)OCO5)cc3C(=O)N([C@@H](C)CO)C[C@@H]2C)cc1	-2.7

Part of the list above, with each value named.
> COc1ccc(CN(C)C[C@@H]2Oc3ccc(NC(=O)NC4CCCCC4)cc3CC(=O)N([C@@H](C)CO)C[C@H]2C)cc1
  NSD2 inh = -2.7

> C[C@@H]1CN([C@@H](C)CO)S(=O)(=O)c2ccc(-c3cncnc3)cc2O[C@H]1CN(C)C(=O)CN(C)C
  NSD2 inh = 5.6

> CC(=O)N(C)C[C@@H]1Oc2cc(-c3ccc(C)cc3)ccc2S(=O)(=O)N([C@H](C)CO)C[C@@H]1C
  NSD2 inh = 1.8

> CO[C@H](CN(C)Cc1ccc2c(c1)OCO2)[C@@H](C)CN(C(=O)c1ccccc1)[C@H](C)CO
  NSD2 inh = 4.5
